# Tau ThT inhib = tau fibrillization inhibition (ThT binding) | P10636 | recombinant tau K18 P301L, heparin-induced fibrillization, ThT fluorescence | Potency, µM (top dose mostly 57.4 µM), for the others: top-dose activity, negative = inhibition, hits mostly inhibitors | actives 2.1% (n = 270,000) | AID 1460; also: % is scaled to controls: 0 for no effect and ±100 for the full control effect; nearly all actives have a fitted effect of over 55% in size
# Target sequence (P10636 561-689 P618L limits assumed): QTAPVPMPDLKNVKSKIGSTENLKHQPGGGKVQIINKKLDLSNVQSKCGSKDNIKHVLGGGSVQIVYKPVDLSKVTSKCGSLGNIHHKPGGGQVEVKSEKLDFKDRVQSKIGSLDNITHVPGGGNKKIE
#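 Using a mix of unlabeled (15 uM) and Alexa 594-labeled (0.24 uM) tau K18 P301L, heparin-triggered fibrillization over 6 hr at 37 C was scored by ThT fluorescence.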
# SMN2 splice up = increases expression of the SMN2 splice variant; HEK293 SMN2-luciferase splicing reporter, luminescence, 30-36 h; Potency, µM (top dose mostly 46.1 µM), for the others: top-dose activity change, positive = activation, most hits filed as activators; actives 2.8% (n = 210,000); AID 1458; also: % of control where 0% means no effect; nearly all actives have a fitted effect of over 55% in size
#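 HEK293 cells carry an SMN2 […]–luciferase reporter in which exon 7 inclusion puts luciferase in frame. Cells were plated 10-12 h before compound addition, then incubated 30-36 h at 37C. ONE-Glo luminescence was read; sodium butyrate at 4.5 mM final served as control.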
# Luc counter = counter-screen: inhibitors of Kinase-Glo firefly luciferase; Kinase-Glo luciferase, ATP luminescence, 8 min; Q27757; Potency, µM (top dose mostly 38.3 µM), for the others: top-dose activity change, negative = inhibition, usual class: inhibitors; actives 0.28% (n = 200,000); also: % is scaled to controls: 0 for no effect and ±100 for the full control effect; nearly all actives have a fitted effect of over 60% in size
#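 Substrate mix (final 50 mM imidazole pH 7.2, 50 mM KCl, 7 mM MgCl2, 10 uM ATP, 0.01% Tween 20, 0.05% BSA) plus pin-tool compound, then Kinase-Glo detection mix; 8 min ambient, luminescence read.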
# ALDH1A1 inh = ALDH1A1 (human) enzyme inhibition; Purified ALDH1A1, NADH fluorescence, propionaldehyde substrate; Potency, µM (series often up to 75.3 µM), for the others: at the highest dose activity, negative = inhibition, most hits filed as inhibitors; AID 1030; actives 7.3% (n = 220,000); active = well fitted inhibition curve with a large enough effect, not every such curve was filed as active; inconclusive = small, poorly fitted or top-dose-only effect, or another doubt; inactive = no such curve, though single readings can be large or run the other way;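 also: plate controls were no enzyme wells and a reference inhibitor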
# RECQ1 inh = inhibitors of human RECQ1 DNA helicase; Potency, µM (titrated, usually from 57.3 µM), for inactives: top-dose activity, negative = inhibition, actives largely listed as inhibitors; RECQ1 DNA unwinding, red fluorescence kinetic read; actives 0.54% (n = 240,000); P46063;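 also: plate controls were vehicle for no effect and no enzyme for full effect; nearly all actives have a fitted effect of over 30% in size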
# Target sequence (P46063 whole entry, looked up): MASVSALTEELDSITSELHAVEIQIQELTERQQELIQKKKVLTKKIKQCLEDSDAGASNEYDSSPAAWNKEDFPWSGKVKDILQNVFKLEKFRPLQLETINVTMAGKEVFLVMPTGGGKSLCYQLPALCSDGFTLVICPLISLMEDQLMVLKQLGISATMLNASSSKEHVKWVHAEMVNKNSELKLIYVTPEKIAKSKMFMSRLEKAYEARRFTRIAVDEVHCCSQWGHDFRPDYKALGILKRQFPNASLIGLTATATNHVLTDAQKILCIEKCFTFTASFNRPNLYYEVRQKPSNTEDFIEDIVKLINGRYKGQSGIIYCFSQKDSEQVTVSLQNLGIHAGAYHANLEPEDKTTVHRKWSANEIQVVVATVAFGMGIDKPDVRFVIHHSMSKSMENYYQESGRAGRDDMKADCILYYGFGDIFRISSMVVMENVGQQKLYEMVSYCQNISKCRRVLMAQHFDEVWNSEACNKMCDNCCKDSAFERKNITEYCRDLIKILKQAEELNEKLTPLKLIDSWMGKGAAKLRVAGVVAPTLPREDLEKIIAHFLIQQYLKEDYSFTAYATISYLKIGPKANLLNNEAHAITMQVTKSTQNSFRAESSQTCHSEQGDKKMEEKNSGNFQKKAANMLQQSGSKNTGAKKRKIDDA
#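 50 nM RECQ1T1 preincubated 15 min with compound in Tris pH 8.0 buffer with MgCl2, DTT, Tween-20 and 2.5 ug/ml poly(dI-dC); started with 200 nM TAMRA/BHQ-2 forked duplex and 2 mM ATP. Unwinding read as fluorescence (525/598 nm), two reads 2 h apart.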
# Lamin A splicing = modulators of lamin A splicing. HeLa LMNA splicing GFP/RFP minigene ratio, 48 h. AID 1487. actives 0.01% (n = 200,000). Potency, µM (doses to about 46.1 µM), without a hit: at the highest dose ratio change, negative = inhibition, usual class: inhibitors; active = well fitted inhibition curve with a large enough effect in the signal ratio, with a control signal flat, not every such curve was filed as active; inconclusive = small, poorly fitted or top-dose-only effect, or effect the other way, or a change in a side signal; the % refers to the signal ratio; also: % is scaled to controls: 0 for no effect and ±100 for the full control effect
#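 Read-out is the ratio of GFP to DsRed2 object intensity, acquired by 488 nm laser-scanning cytometry on HeLa lamin A-EGFP minigene reporter cells. Compound incubation 48 hrs at 37 °C in Opti-MEM with 2% FBS; DMSO 0.5% final.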
# L3MBTL1 inh = inhibitors of human L3MBTL1; AlphaScreen L3MBTL1–H3K9me1 peptide binding; Q9Y468; Potency, µM (series often up to 57.1 µM), without a hit: at the top dose activity, negative = inhibition, actives largely listed as inhibitors; AID 485360; actives 0.66% (n = 230,000); also: % is scaled to controls: 0 for no effect and ±100 for the full control effect; nearly all actives have a fitted effect of over 60% in size
#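 AlphaScreen assay: L3MBTL1 (50 nM final) was preincubated 30 min at room temperature with biotinylated H3(1-15)K9me1 peptide (75 nM final), then 30 min with library compounds; streptavidin donor and nickel chelate acceptor beads (10 ug/mL final) added, 30 min dark.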
# KDM4E inh = JMJD2E (human) inhibition | B2RXH2 | JMJD2E catalytic domain, FDH-coupled NADH fluorescence (FDH is formaldehyde dehydrogenase) | Potency, µM (doses to about 57.1 µM), without a hit: top-dose activity change, negative = inhibition, usual class: inhibitors | actives 1.6% (n = 230,000) | AID 2147; active = well fitted inhibition curve with a large enough effect, not every such curve was filed as active; inconclusive = small, poorly fitted or top-dose-only effect, or another doubt; inactive = no such curve, though single readings can be large or run the other way;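 also: 0% = wells with enzyme and -100% = buffer wells without enzyme; nearly all actives have a fitted effect of over 50% in size; many of its hits are not listed in these tables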
# Starred values were filed as active, the others as inactive; i = inactive; ? = inconclusive; . = not tested or not shown; [ ] = dose if it differs, or a comment. Unless noted, calls follow the shape of the dose curve; as a rule, active = well fitted curve in the direction sought with a large enough effect; inconclusive = small, poorly fitted or top-dose-only effect, or another doubt; inactive = no such curve, though single readings can be large; an effect the other way counts as inactive or inconclusive. Potency is read from the fitted curve at half-maximal effect.
SMILES,Tau ThT inhib,SMN2 splice up,Luc counter,ALDH1A1 inh,RECQ1 inh,Lamin A splicing,L3MBTL1 inh,KDM4E inh
COc1ccc(S(=O)(=O)NCCCCCC(=O)O)cc1C(=O)O,3%,-21%,2%,10%,-9%,2%[46 µM],-9%,-1%
COc1cc(NC(=S)NCCN2CCOCC2)cc(OC)c1,7%,25%,-2%,-9%,0%,-6%,6%,2%
C#CCn1cnc2c(cnn2-c2ccc(C)c(C)c2)c1=O,-1%,14%,-2%,14µM*,7%,-5%,10%,?
Cc1cc(C)c(NC(N)=S)c(C)c1,-4%,.,.,.,-1%,.,-4%,1%
COC(=O)CSc1nnc(CNC(=O)c2cccc(C)c2)n1-c1ccccc1OC,-11%,-3%,1%,8%,-6%,7%,-2%,11%
COCC(C)NC(=O)c1cc2cc(OC)ccc2[nH]1 (configuration not stated),?,.,.,?,-5%,.,2%,?
Cc1cccc(NC(=O)c2cc3c(n(-c4ccccc4)c2=O)CCCC3=O)n1,-8%,16%,-4%,7%,i,-4%,.,1%
Cn1c(=O)c2c(nc(CN3CCN(c4ccccc4)CC3)n2CCN2CCOCC2)n(C)c1=O,-6%,3%,-1%,?,i,-5%,5%,-2%
N#CCCn1c(=O)c(CCc2ccccc2)nc2cnc(N3CCOCC3)nc21,.,-3%,-5%,?,0%,.,.,.
Cc1ccc(C(=O)N2CCN(C3CCCCC3)CC2)s1,-3%,5%,2%,?,-2%,10%,.,11%
COc1ccc(NC(=S)N(CCN(C)C)C(C)c2ccco2)cc1 (configuration not stated),-4%,8%[1.84 µM],0%,13%,-2%,-14%,3%,-2%
O=C(CN1C(=O)C2CCCCN2C(=O)c2ccccc21)N1CCCc2ccccc21 (configuration not stated),-1%,-11%,-2%,5%,-5%,12%,-3%,-1%
c1ccc(N=P(N2CCOCC2)(N2CCOCC2)N2CCOCC2)cc1,7%,12%,-2%,-2%,-1%,3%,3%,7%
CN1C(=O)c2ccccc2C(C(=O)O)C1c1cccc(Cl)c1 (configuration not stated),9%,3%,-1%,6%,-8%,-4%,1%,-1%
Cc1ccc(N=c2c([N+](=O)[O-])nn(-c3ccc4c(c3)OCCO4)n2O)c(Cl)c1,?,-41%[inhibitor],-2%,?,i,?,-7%,-7%
Cc1csc(NC(=O)c2cccc(Cn3nc(C)c(Br)c3C)c2)n1,?,-47%[inhibitor],-12%,-7%,i,?,-7%,2%
Cc1coc(C)c1C(=O)CC1(O)C(=O)N(C)c2ccc(Cl)cc21 (configuration not stated),-1%,1%,1%,?,?,.,-2%,-4%
O=C1c2ccccc2C(=O)N1CN(C(=O)c1ccccc1[N+](=O)[O-])c1ccc(F)cc1,-8%,3%,1%,-5%,-2%,-18%,2%,3%
CS(=O)(=O)N(CC(=O)N/N=C/c1ccccc1C(=O)O)c1cccc(Cl)c1Cl,-8%,.,.,.,-7%,.,3%,2%
O=C(O)/C=C/C(=O)N1CCc2ccccc21,-16%,-4%,-1%,-3%,i,8%[46 µM],-5%,-10%
CCCCCN1CC(O)=C(c2ccccc2)C1=N,-13%,0%,5%,-3%,-4%,11%,.,-2%
CC(C)n1cc(NC(=O)c2cc(-c3ccccc3)on2)cn1,?,6%,-6%,-3%,-7%,?,.,2%
Cc1ccc(N(C(=O)C(F)(F)F)C(C(=O)NC2CCCCC2)c2cccs2)cc1 (configuration not stated),1%,-2%,-1%,8%,-3%,2%,4%,1%
O=C(c1n[nH]c(=O)c2ccccc12)N1CCN(c2ccccc2)CC1,-3%,-24%,-1%,?,-2%,?,-2%,13%
C[C@@H]1C=C[C@](Cc2ccccc2)(C(=O)NCCN2CCOCC2)N1C(=O)c1ccccc1,-3%,-10%,1%,1%,-1%,.,.,8%
CCOC(=O)CCNC(=O)N1CCCC(C(=O)c2cccc(Cl)c2)C1 (configuration not stated),-4%,.,.,-1%,i,.,-3%,-10%
CCOc1ccccc1CNC(=O)C1CCN(c2nc3ccccc3o2)CC1,3%,.,.,?,-3%,?,-3%,-1%
CCO/C=C/C(O)(CNC(=O)COc1ccccc1F)C(F)(F)F (configuration not stated),14%,12%,1%,8%,i,2%,0%,-3%
Cc1ccc(S(=O)(=O)NCCSC(C)(C)C)cc1,-10%,-17%,6%,18µM*,-13%,-7%,.,-6%
CN1CCN(CCCC(=O)c2ccc(F)cc2)CC1,3%,3%,-4%,3%,-2%,6%,10%,-8%
CCOC(=O)C(Cc1ccccc1)NC(C)=O (configuration not stated),2%,-9%,17%,4%,-4%,1%,.,-3%
COc1cccc(Nc2ncc(C(=O)O)c3ccccc23)c1,-19%,12%,-3%,3%,-3%,11%,7%,5%
O=C(CSCc1ccco1)c1cccs1,?,7%,-7%,?,-12%,2%,-11%,-12%
O=C(O)c1ccc(N/N=C/c2ccc(OC(=O)c3ccccc3Cl)cc2)cc1,?,-28%,2%,3%,-14%,9%,-14%,-19%
O=C(c1ccc(SCc2cccc(Br)c2)c([N+](=O)[O-])c1)N1CCN(c2ccccn2)CC1,-15%,-4%,2%,-1%,-2%,.,.,4%
Cc1ccccc1S(=O)(=O)c1c(C)cc(-c2ccccc2)[nH]c1=O,-6%,5%,1%,-8%,-4%,13%,2%,?
O=C(CN1CCN(C2CCCCC2)CC1)Nc1ccc(Br)cc1,0%,2%,-1%,-11%,-15%,2%[9.22 µM],21%,-1%
CCC(=O)n1nc(-c2ccco2)nc1N,-7%,16%,7%,?,-2%,8%,0%,2%
O=C(CNC(=O)C1CCCCC1)OCC(=O)c1ccc(Cl)s1,0%,2%,3%,-6%,5%,?,.,-1%
Cn1cc(CN2CCCC(C(=O)c3ccc(-c4ccccc4)cc3)C2)cn1 (configuration not stated),-9%,.,2%,-6%,i,.,-10%,-15%
O=C(Nc1cccc(F)c1)C1CC(=O)N(c2ccc(Br)cc2)C1 (configuration not stated),-11%,-16%,5%,-55%,0%,-11%,-4%,0%
CCCCN(C)CCNC(=O)Cn1ncc2c(=O)oc3ccc(C)cc3c21,-11%,10%,-3%,5%,-5%,1%,.,8%
COc1cc(OC)c2c(-c3ccccc3)cc(=O)oc2c1C(CCN1CCOCC1)c1ccc(N(C)C)cc1 (configuration not stated),?,.,3%[39.9 µM],-6%[50.4 µM],-11%,.,?,.
COC(=O)c1cc2ccsc2n1CC(=O)Nc1cc(Cl)ccc1OC,-10%,-95%[inhibitor],0%,?,-2%,?,-4%[11.4 µM],-4%
Cc1ccc2[nH]c(=O)c(CN(Cc3cccs3)S(=O)(=O)c3ccc4c(c3)OCCO4)cc2c1,1%,-6%,0%,25µM*,2%,-10%,0%,?
O=S(=O)(NCCSCc1ccc(Cl)cc1Cl)c1ccc2c(c1)OCCO2,-13%,-13%,-2%,?,i,7%,8%,-2%
Cn1c2ccccc2c2c(C(=O)N3CCN(c4ccccc4)CC3)cn(C3CCCC3)c(=O)c21,-6%,-1%,0%,?,3%,19%,.,5%
Cc1ccc(NC(=O)N2CCCC2C(=O)Nc2ccc(-n3cnnn3)c(C)c2)cc1 (configuration not stated),-1%,11%,4%,1%,-3%,-8%,0%,-1%
Cc1ccc(NC(=S)N(CCCN2CCOCC2)Cc2ccco2)cc1Cl,-4%,-3%,0%,-12%,i,?,-4%,-13%
Cc1onc(-c2c(F)cccc2Cl)c1-c1nnc(-c2ccc(C(F)(F)F)cc2)o1,-16%,.,.,.,-3%,.,12%,?

# Exported with two lines to a compound: part of the list above.
# The line under a structure holds: Tau ThT inhib | SMN2 splice up | Luc counter | ALDH1A1 inh | RECQ1 inh | Lamin A splicing | L3MBTL1 inh | KDM4E inh
> CCCCN(C)CCNC(=O)Cn1ncc2c(=O)oc3ccc(C)cc3c21
    -11% | 10% | -3% | 5% | -5% | 1% | . | 8%
> COc1cc(OC)c2c(-c3ccccc3)cc(=O)oc2c1C(CCN1CCOCC1)c1ccc(N(C)C)cc1 (configuration not stated)
    ? | . | 3%[39.9 µM] | -6%[50.4 µM] | -11% | . | ? | .

# More records.
SMILES,Tau ThT inhib,SMN2 splice up,Luc counter,ALDH1A1 inh,RECQ1 inh,Lamin A splicing,L3MBTL1 inh,KDM4E inh
CCCCNC(=O)CNC(=O)c1cccs1,-7%,17%,0%,-6%,-9%,?,2%,0%
COC(=O)c1ccc(Sc2ccccc2NS(=O)(=O)c2ccc(C)cc2)nc1,-5%,6%,-4%,28µM*,0%,-1%,-6%,4%
Cc1ccc(C(=O)CSc2nc(-c3ccccc3)cc(=O)[nH]2)cc1,15%,.,-9%,5%,3%,.,-15%,-7%
Clc1ccc(Sc2cc(Cl)c(-c3ccccc3)nn2)cc1,-2%,?,-2%,?,-3%,?,68%[activator],5%
COc1ccc(CN(Cc2cccn2C)S(=O)(=O)c2ccc(F)cc2)cc1,-13%,.,.,.,-12%,.,-13%,-1%
Cc1ccccc1CN1CCN(CC(=O)NCc2ccco2)C1=O,?,-2%,-2%,?,-6%,8%,-9%,-4%
O=C(/C=C/c1ccc(F)cc1)NC(=S)NNC(=O)c1cccnc1,?,-12%[1.84 µM],1%,-12%,-12%,-1%,15%,?
O=C(CSc1nnc(-c2cccs2)n1-c1ccccc1)NCc1ccco1,-2%,24%,1%,1%,-4%,0%,.,-3%
NC(=O)Nc1ccc(C(=O)OCC(=O)NC2CCCCC2)cc1,15%,14%,-2%,-2%,i,.,.,3%
CCC(=O)c1ccccc1OCCCN1C(=O)NC(C)(C)C1=O,1%,-3%,0%,10µM*,i,2%,-6%[11.4 µM],7%
CC(=O)C1=C(C)NC(=O)CC1c1ccccc1Cl (configuration not stated),2%,-3%,-1%,8%,1%,.,28%,3%
O=C(c1ccccc1)N1CCCCC(S(=O)(=O)c2ccccc2)C1=O (configuration not stated),-2%,?,-2%,?,3%,-8%,-10%,-1%

# Bioassay records deposited in PubChem by National Center for Advancing Translational Sciences (NCATS).

# An excerpt. The share of hits here may be higher or lower than overall.
